XiGFP reactiv = activators of X-chromosome reactivation in mouse fibroblasts; XiGFP mouse fibroblasts, % GFP-positive cells imaging, 3 d; cells co-treated with 5-aza-dC sensitizer; scaled so ellipticine positive control = 100%; activation, % at 7.58 µM; 0.055% of 360,000 active;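 active = mean normalized replicate activation at least 10% and every replicate at or above 10%; inconclusive = only one of the two criteria met; inactive = mean below 10% and not all replicates reach 10%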;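 also: 0% = median of on-plate neutral control wells and 100% = ellipticine 6 µM median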
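Schedule: 3 d treatment, 15 min room-temperature fixation; system: 68-5-11 XiGFP fibroblast line; buffer or medium: DMEM plus 5-aza-dC sensitizer; control set: ellipticine 6 µM positive control; compound: one concentration, pinned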
E-selectin induc = E-selectin induction on HUVECs; activation, % at 7.58 µM; AID 686992; HUVEC E-selectin immunofluorescence imaging; normalized: neutral wells 0, TNF-alpha wells 100; 0.37% of 260,000 active; P16581;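 active = mean E-selectin-positive cell signal at least 10% of the positive control, reached in at least 60% of replicates, without over 20% cell loss; inconclusive = no rule given, readout overlaps actives, possibly toxicity-flagged; inactive = the rest, including those meeting only one limit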;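 also: in these data hits start at about 27%; measured in HUVEC primary endothelial cells; signal is the percent of cells scored E-selectin positive by PE staining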
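Read-out: % PE-positive cells | Test system: HUVEC | Doses: One compound dose added by pin transfer | Buffer or medium: EGM-2 over gelatin coat | Signal: Immunofluorescence imaging | Benchmarks: TNF-alpha, DMSO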
INS-1E GSIS act = primary screen for activators of insulin secretion dependent on glucose, INS-1E cells, GLuc reporter luminescence | activation, % at 16.6 µM | 0.61% of 370,000 active | INS-1E GLuc reporter insulin secretion, 2-3 h;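 active = lowest replicate activation of at least 40%, so every replicate reaches that level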;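 also: 0% = median of neutral control wells and 100% = median of IBMX positive control wells; some compounds called inactive have numbers as strong as hits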
RAD52 inh = RAD52 (human) annealing inhibition | P43351 | recombinant RAD52 DNA annealing, FRET fluorescence | inhibition, % at 18.7 µM | 0.46% of 360,000 active;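 active = every replicate showing at least 50% inhibition; inconclusive = mean inhibition at least 50% but not in every replicate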
F508del corr = CFTR F508del correction in bronchial cells; CFBE cells, YFP halide quenching; stimulated with forskolin plus potentiator P3; % fluorescence drop versus neutral controls; activity (quench increase), % at 7.58 µM; 0.36% of 350,000 active;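 active = mean added fluorescence quench of at least 8% versus neutral control, with both replicates also reaching 8%; inconclusive = only one of the mean or replicate conditions met; inactive = mean below 8% and not both replicates reaching 8%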;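 also: cells transiently co-express mutant CFTR-F508del with the halide-sensitive YFP; corrector assay measuring rescue of mutant channel to the surface after 24 h compound exposure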
CASP6 VEID inh = blocks human caspase-6 cleavage activity; 0.53% of 350,000 active; AID 686996; P55212; purified caspase-6, Z-VEID-R110 cleavage fluorescence; inhibition, % at 12.5 µM;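 active = mean inhibition across replicates at least about 35%, with every replicate also reaching that limit, limit read from the data; inconclusive = only one of the two criteria met; inactive = neither criterion met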;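 also: 0% = median of neutral control wells and 100% = no fluorescence left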
Target sequence (P55212 24-179 limits assumed): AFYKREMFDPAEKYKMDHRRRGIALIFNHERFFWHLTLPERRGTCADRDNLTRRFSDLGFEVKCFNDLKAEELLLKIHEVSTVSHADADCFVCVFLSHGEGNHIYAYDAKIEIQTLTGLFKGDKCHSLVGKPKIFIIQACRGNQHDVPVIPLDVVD
Target sequence (P55212 194-293 limits assumed): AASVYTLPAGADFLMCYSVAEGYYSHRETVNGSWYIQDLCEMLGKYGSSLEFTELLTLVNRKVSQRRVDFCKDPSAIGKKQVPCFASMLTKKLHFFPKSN
RAD54 branch = RAD54 (human) branch migration inhibition. Q92698. RAD54 Holliday junction branch migration, FAM/BHQ fluorescence. inhibition, % at 10.4 µM. 0.14% of 360,000 active;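 active = mean normalized replicate activity at least 40 and at least half of replicates scoring 40 or more; inconclusive = only one of the two criteria met; inactive = mean below 40 and under half of replicates reaching 40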;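 also: 0% = median of neutral control wells and 100% = median of positive control wells; inhibitors cause a drop in the FAM fluorescence signal; in these data hits start at about 50%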
Target sequence (Q92698 whole entry, looked up): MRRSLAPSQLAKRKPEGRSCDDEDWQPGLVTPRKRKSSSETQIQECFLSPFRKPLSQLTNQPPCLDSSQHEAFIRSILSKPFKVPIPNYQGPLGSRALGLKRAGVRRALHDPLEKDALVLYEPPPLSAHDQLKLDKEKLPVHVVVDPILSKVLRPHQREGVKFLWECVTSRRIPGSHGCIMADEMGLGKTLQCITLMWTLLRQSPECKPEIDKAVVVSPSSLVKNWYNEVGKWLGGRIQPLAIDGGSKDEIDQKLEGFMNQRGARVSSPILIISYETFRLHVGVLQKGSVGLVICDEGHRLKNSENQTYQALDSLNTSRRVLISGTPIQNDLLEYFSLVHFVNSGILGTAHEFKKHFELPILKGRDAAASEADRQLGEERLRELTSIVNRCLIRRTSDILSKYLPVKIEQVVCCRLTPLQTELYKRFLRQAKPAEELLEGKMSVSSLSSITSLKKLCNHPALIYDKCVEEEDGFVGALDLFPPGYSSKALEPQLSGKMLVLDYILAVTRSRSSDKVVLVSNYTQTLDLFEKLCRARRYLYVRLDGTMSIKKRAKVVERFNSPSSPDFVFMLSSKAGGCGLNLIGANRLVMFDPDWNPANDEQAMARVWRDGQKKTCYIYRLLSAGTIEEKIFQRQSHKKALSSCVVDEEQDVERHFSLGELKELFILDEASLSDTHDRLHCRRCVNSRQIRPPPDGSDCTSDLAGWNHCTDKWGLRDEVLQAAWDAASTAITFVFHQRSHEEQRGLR
DENV2 CPE rescue = protects cells from dengue virus 2 cytopathic effect. DENV2-infected cells, cytopathic effect rescue, plate reader. CPE inhibition, % at 9.99 µM. 1.7% of 350,000 active; in the data active = CPE inhibition above about 20%, passing the limit was not always enough; inconclusive = no clear call, values can overlap the other calls; tested in BHK-21 cells;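 also: 0% = median of neutral control wells and 100% = median of positive control wells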
* = called active by the depositor; ? = inconclusive; nt = no result given; & = joins results of further samples.

SMILES	XiGFP reactiv	E-selectin induc	INS-1E GSIS act	RAD52 inh	F508del corr	CASP6 VEID inh	RAD54 branch	DENV2 CPE rescue
Cc1ccc(S(=O)(=O)N2CCC(C(=O)OC(C)C(=O)N3CCOCC3)CC2)cc1 (configuration not stated)	0.0	0.2	11	-6	-1.0	6	-6	-16
COc1ccc(NC(=O)C(c2ccnc3ccccc23)n2c(=O)c(-c3ccco3)nc3ccccc32)cc1 (configuration not stated)	0.2	-0.2	-2	-15	-0.3	4	nt	0
CC(C)NC(=O)Nc1ccc2c(c1)CC(=O)N([C@@H](C)CO)C[C@H](C)[C@@H](CN(C)C(=O)Nc1ccc3c(c1)OCO3)O2	-1.0	0.3	23	-2	-1.4	nt	6	0
O=C(NCc1cccc(Cl)c1)C1CCC(=O)N(CCCN2CCOCC2)C1 (configuration not stated)	0.1	nt	-12	-10	-0.3	-2	0	-2
C[C@H](CO)N1C[C@H](C)[C@@H](CN(C)C(=O)CCCN(C)C)OCCCC[C@H](C)Oc2ccc(NC(=O)NC3CCCCC3)cc2C1=O	-0.8	-0.2	8	25	0.6	0	8	2
COCC(=O)N1C[C@@H]2[C@H](c3ccccc31)[C@@H](CO)N2Cc1cc(F)ccc1F	0.0	-0.2	10	-8	-1.3	-1	0	10
Cc1cc(C)n(CCNCc2c(C(=O)N3C[C@@H](C)O[C@@H](C)C3)nc3ccc(Cl)cn23)n1	0.0	nt	8	-12	2.7	0	1	1
CCOc1ccccc1NC(=O)NC1CCCc2ccccc21 (configuration not stated)	0.3	-0.2	-5	-11	0.3	-1	1	-9
C[C@H](CO)N1C[C@H](C)[C@H](CN(C)Cc2ccc(C(=O)O)cc2)Oc2c(NC(=O)Nc3ccc4c(c3)OCO4)cccc2C1=O	-1.3	-1.9	6	4	-0.6	-2	7	-6
COc1ccc(OC(=O)N(C)C[C@@H]2OCc3ccccc3-c3ccccc3C(=O)N([C@@H](C)CO)C[C@H]2C)cc1	-0.2	-0.4	-18	-13	-0.9	3	-5	?
CC(C)=C1SC(N2CCN(c3ccc(Cl)cc3)CC2)=NC1=O	0.0	nt	13	-16	-1.7	1	nt	2
Cc1ccc(C(C)(C)C)cc1S(=O)(=O)N1CCC(C(=O)N2CCN(c3ccc(O)cc3)CC2)CC1	0.0	nt	36	6	-0.7	6	3	-7
N#Cc1cccc(S(=O)(=O)NCC(=O)OCC(=O)c2ccc[nH]2)c1	0.0	-0.1	-8	-6	1.5	0	nt	-8
CC(C)=C(NC(=O)c1ccccc1)C(=O)Nc1cccc(C(=O)O)c1	-0.1	nt	-1	-18	-2.8	0	nt	-12
CC(C)NC(=O)N(C)C[C@@H]1Oc2c(NC(=O)NC3CCCCC3)cccc2C(=O)N([C@H](C)CO)C[C@H]1C	-0.1	-0.4	-5	-5	-0.4	nt	3	16
CN(CC(=O)NC1(C)CCS(=O)(=O)C1)S(=O)(=O)c1ccc(Cl)cc1 (configuration not stated)	0.1	nt	-7	-3	-0.2	4	0	12
Cc1ccc(-n2c(CNc3ccc(F)cc3)nnc2SCC(=O)O)cc1	0.1	nt	-15	-16	0.5	5	11	-2
Cc1ccccc1NC(=O)Nc1cc(-c2ccccc2)nn1C	0.3	2.1	-9	-6	nt	-4	nt	3
O=C(CCn1nnnc1CN1CCOCC1)N1CCC(c2ccccc2Cl)C1 (configuration not stated)	0.4	-1.4	0	-23	1.2	-2	-10	14
CCC(=O)N1CC[C@@H]2[C@H]1c1cc(C#Cc3cccc(F)c3)ccc1N(C)[C@H]2CO	0.2	0.9	2	-27	0.9	-3	-11	127*
Cn1c2c(c(=O)n(C)c1=O)C(c1cc3c(cc1Br)OCO3)CC(=O)N2 (configuration not stated)	-0.1	0.0	18	-38	-0.3	-3	3	-5
C[C@@H]1CN([C@H](C)CO)C(=O)c2cc(NS(=O)(=O)c3ccc(Cl)cc3)ccc2O[C@H]1CN(C)Cc1ccc(-c2ccccc2)cc1	0.0	0.2	-3	-2	2.6	4	-6	-1
O=C(N/N=C\c1cccc(F)c1)c1ccc(-c2ccccc2)cc1	0.2	-0.1	3	-8	-2.6	-1	-6	-2
CSc1ncccc1C(=O)OCC(=O)c1cc(C)n(CC2CCCO2)c1C (configuration not stated)	0.0	nt	17	-11	1.3	2	-12	12
C[C@@H]1CN([C@@H](C)CO)C(=O)CCCn2nncc2CO[C@H]1CN(C)Cc1ccccc1C(F)(F)F	0.3	0.0&-0.2	-5&-17	-4&2	-1.3&1.6&3.3	1&4	-2&3&9	-9&-5
CNC(=S)N/N=C/c1c(C)nn(-c2cccc(Cl)c2)c1Cl	0.3	nt	2	-7	0.2	0	1	-7
COc1ccc(C(c2c(O)nc[nH]c2=O)c2c(O)nc[nH]c2=O)cc1	0.0	0.3	0	-24	1.9	-4	nt	-3
COc1cccc(CN2C(=O)C(C)N(C(=O)c3c(F)cccc3F)c3ccccc32)c1 (configuration not stated)	0.1	-0.2	-15	-11	nt	-3	-7	-3
COc1ccc(Cl)cc1Nc1nc(-c2cccnc2)cs1	0.0	nt	7	-3	1.5	-1	7	0
Cc1ccccc1-c1cnc(C(O)c2c(C)ccc3ccccc23)[nH]1 (configuration not stated)	0.0	-0.9	nt	-23	0.5	2	-1	-6
CCN(CC)CCNC(=O)c1ccc(N)cc1	0.3	2.5	2	1	0.4	-21	6	2
COc1cccc(CCC(=O)Nc2cccc(S(=O)(=O)N3CCCC3)c2)c1OC	0.0	-0.6	-3	-21	-1.5	-2	-8	-11
Cc1ccc(S(=O)(=O)Nc2ccc3c(c2)CC(=O)N([C@@H](C)CO)C[C@H](C)[C@H](CN(C)S(=O)(=O)c2ccc(Cl)cc2)O3)cc1	-0.3	-0.3	-6	nt	1.2	nt	-8	-3
C[C@H]1CN([C@@H](C)CO)C(=O)c2cc(C#Cc3ccccc3)cnc2O[C@@H]1CN(C)S(=O)(=O)c1ccccc1F	-0.8	0.8	-19	2	-0.7	-3	-13	?
CN1[C@H](C(=O)NCc2ccccc2F)[C@@H](CO)[C@@H]2Cn3c(ccc(C4=CCCC4)c3=O)[C@@H]21	0.2	0.3	9	-18	nt	-1	-5	-3
O=Cc1ccc(Cl)c(Cl)c1	nt	nt	10	-5	-4.6	-2	3	-16
Cc1nnsc1C(=O)N1CCCC1(C)C(=O)O (configuration not stated)	0.0	0.5	-1	-7	-2.7	11	8	2
CCOC(=O)C1CCN(CC(O)COc2ccc(S(=O)(=O)N3CCCC3)cc2[N+](=O)[O-])CC1 (configuration not stated)	0.0	2.0	3	2	-1.5	1	-1	7
O=C(Nc1cc(F)ccc1F)N1CCCCN2[C@H](CO)[C@H](c3ccc(-c4ccncc4)cc3)[C@@H]2C1	0.3	0.1	-20	-18	7.3	-3	-3	-8
CC(C)CC#Cc1cnc2c(c1)C(=O)N([C@@H](C)CO)C[C@@H](C)[C@H](CN(C)C(=O)c1ccc(F)cc1)O2	-1.0	0.8	-15	1	-0.9	2	-14	-1
COc1ccccc1C(=O)NCC(=O)N1CCN(c2ncccn2)CC1	0.2	0.1	nt	-8	-3.6	-1	-6	0
C[C@@H]1CCCCO[C@H](CN(C)S(=O)(=O)c2cn(C)cn2)[C@@H](C)CN([C@@H](C)CO)C(=O)c2cc(NC(=O)Nc3cccc4ccccc34)ccc2O1	0.5	0.1	-6	-9	-2.4	-1	3	1
COc1cccc(-c2ccc3c(c2)[C@H]2[C@H](CCN2C(=O)C2CC2)[C@H](CO)N3)c1	-0.1	0.1	-1	-26	2.4	-2	nt	-5
O=C(c1cc2ccccc2o1)N1CCN(C/C=C/c2ccccc2)CC1	0.2	-0.3	nt	-8	2.0	0	-5	-1
COc1cccc(C(C)N(C)Cc2nc(COc3ccccc3)no2)c1 (configuration not stated)	0.2	3.2	-13	-4	1.6	0	nt	0
C[C@@H]1CN([C@H](C)CO)C(=O)CCCn2nncc2CO[C@H]1CN(C)C(=O)Nc1cccc(Oc2ccccn2)c1	-0.1&0.2	nt	6	-11&-11	2.5&-2.9	-1&-4	6&-6	-9&2
Nc1nc2c(ncn2C2C[C@H](O)[C@@H](CO)O2)c(=O)[nH]1 (some centres not stated)	0.0	-0.1	1	-3	1.4	-5	7	-3
C[C@@H]1CN([C@H](C)CO)S(=O)(=O)c2ccc(C3=CCCC3)cc2O[C@@H]1CN(C)C(=O)C1CCCCC1	-0.2	-0.2	-6	10	0.8	-4	1	0
CCCn1c(SCC(=O)Nc2nnc(C)s2)nnc1C1CC1	0.0	-0.8	2	-3	-5.4	0	-5	10
COc1cc(C(=O)N2CCN(c3ccccc3F)CC2)ccc1OCC(=O)N1CCOCC1	-0.1	nt	0	-4	2.3	-3	-6	-4
COCCn1c(SCC(=O)Nc2cccc(S(N)(=O)=O)c2)nc2cc(Cl)ccc2c1=O	0.0	nt	11	-11	3.4	3	nt	2
Cc1cccc(-c2ccc([C@H]3[C@H]4CN(C(=O)Cc5ccccn5)CC(=O)N4[C@H]3CO)cc2)c1	0.2	-0.2	-8	-14	-0.4	1	nt	18
C[C@@H]1CN([C@H](C)CO)C(=O)c2cccc(NS(=O)(=O)c3ccc(Cl)cc3)c2O[C@H]1CN(C)S(=O)(=O)c1ccc(Cl)cc1	0.1	0.0	1	1	0.0	-2	-5	7
COCCn1c(SCCN2CCOCC2)nc2c1c(=O)[nH]c(=O)n2C	0.0	3.2	nt	-1	-1.1	36*	-6	9
COCC#Cc1ccc2c(c1)O[C@H](CN(C)C(C)=O)[C@H](C)CN([C@@H](C)CO)S2(=O)=O	-0.4	0.2	21	-2	1.7	-2	0	-3
CCCNC(=O)N1CCC2(CC1)CN(C(=O)Nc1ccc(F)cc1)[C@@H](CO)c1[nH]c3cc(OC)ccc3c12	0.3	-0.2	-24	-6	-1.5	0	nt	12
C=CCn1c(SCC(C)=O)nc2sc3c(c2c1=O)CCC3	0.0	-0.1	35	1	4.6	1	4	-1
CC(C)(C)S(=O)(=O)/C(C#N)=N/Nc1ccc(S(N)(=O)=O)cc1	0.1	nt	0	0	3.8	4	2	nt
O=C(O)C1(Nc2ccc(Cl)cc2)CCCC1	0.2	8.3	nt	-25	-5.4	-1	7	4
COc1ccc(-n2cnc3cc(C(=O)NCC4CCCO4)ccc32)cc1 (configuration not stated)	0.0	nt	1	-2	-1.4	-2	0	-4

The list continues:
SMILES	XiGFP reactiv	E-selectin induc	INS-1E GSIS act	RAD52 inh	F508del corr	CASP6 VEID inh	RAD54 branch	DENV2 CPE rescue
COc1ccc(CN2C(=O)c3cccc4cccc(c34)C2=O)cc1	-0.1	-0.1	-6	-12	0.0	0	3	9
CC(C)[C@@H](C(=O)NC1CC1)N1C(=O)N2CCc3c([nH]c4ccccc34)[C@@]2(C)C1=O	nt	nt	nt	-11	-1.1	-2	4	-7
Cc1ccc(OCc2nnc(SCC(=O)N3C(C)CCCC3C)o2)cc1 (configuration not stated)	0.1	0.1	-14	-11	-1.3	0	-14	13
O=C(O)C[C@@H]1C[C@H]2c3cc(NC(=O)Nc4ccc(C(F)(F)F)cc4)ccc3O[C@H]2[C@H](CO)O1	0.0	0.0	4	-7	0.0	-1	2	6
